All columns: NCI-60 one-dose screen, growth in % after 48 h at 10 µM unless noted; 100 = growth as untreated, 0 = no growth, -100 = all killed.
HOP-62: HOP-62 NSCLC; actives 3.9% (n = 80,000); AID 1794735
EKVX: EKVX NSCLC | actives 3% (n = 71,000)
M14: M14 melanoma. actives 6.2% (n = 80,000)
CCRF-CEM: CCRF-CEM leukemia; actives 7% (n = 77,000)
HOP-92: HOP-92 NSCLC cells; actives 6.3% (n = 71,000)
SK-MEL-5: SK-MEL-5 melanoma | actives 6.4% (n = 80,000) | AID 1794755
A549/ATCC: A549/ATCC NSCLC. actives 3.7% (n = 81,000)
LOX IMVI: LOX IMVI melanoma. actives 7.4% (n = 79,000). AID 1794757
An asterisk follows results filed as active; . = not tested or not shown; [ ] = remark or other dose. How the source made its calls: active means growth percent below 10; inactive means the rest.

SMILES	HOP-62	EKVX	M14	CCRF-CEM	HOP-92	SK-MEL-5	A549/ATCC	LOX IMVI
O=C(Nc1ccccc1)C(Cl)=C1C(Cl)=C(Cl)C(Cl)=C1Cl	103	98	94	88	96	78	86	80
C/C(=N/NC(=S)NC1CCCCC1)c1sc(Nc2ccc(C)cc2)nc1C	92	92	90	92	73	92	87	67
Nc1ncnc2c1ncn2[C@H]1CC=C(CO)O1	105	101	111	103	109	100	107	94
Nc1ncnc2c1ncn2C(C=O)OC(C=O)CO (stereo not drawn)	87	93	81	72	63	92	93	68
O=C(O)c1cn(C2CC2)c2cc(N3CCN(Cn4nc(-c5cccnc5)oc4=S)CC3)c(F)cc2c1=O	104	97	73	113	106	99	96	101
Cc1ccc(C)c2c1sc1nc3nc4sc5cc(Cl)c(Cl)cc5n4c(=N)c3c(=N)n12	123	84	109	90	102	93	103	100
N#Cc1c(NC(=O)N2CCOCC2)n(-c2ccc(OC(F)(F)F)cc2)c2cc(F)ccc12	106	90	97	85	102	82	86	102
COc1ccc2nc3cc(Cl)ccc3c(N3CCN(c4nccc(NCc5ccccc5)n4)CC3)c2c1	36	.	96	0.8*	69	84	78	31
CCOC(=O)c1c(C)n(-c2ccc(Cl)cc2)c2ccc(OC(=O)/C=C/c3ccccc3)cc12	95	.	83	75	58	79	68	91
CCCCCCCCCCCCCCCC[N+]1(CC)CCCC1	-50*	.	-45*	-67*	-29*	-84*	-63*	-64*
COc1ccc(N2N=C(c3ccc4c(c3)OCCO4)CC2c2cccc(NC(=O)CCNS(=O)(=O)c3ccc(Cl)cc3)c2)cc1 (stereo not drawn)	61	27	51	26	43	37	34	42
O=C(NCCc1ccccc1)C1CCC(=O)N1Cc1ccc(Br)cc1 (stereo not drawn)	93	103	104	.	.	101	79	98
CCOC(=O)Nc1ccc(-c2nc(-c3cccc(OCCN4CCOCC4)c3)c(-c3ccnc(Br)c3)[nH]2)cc1	51	61	57	26	54	38	54	14
COc1ccccc1NCc1cccn1Cc1ccc(F)cc1	92	98	.	92	82	97	101	97
Cc1ccc(-c2nnc(COc3ccc(-c4nnc(N)s4)cc3)o2)cc1	113	.	88	48	.	.	105	26
Nc1ccc(S(=O)(=O)Nc2cccc(N)c2)cc1	108	105	109	103	.	111	97	89
O=P(OCCCl)(OCCCl)C(O)c1ccccc1Cl (stereo not drawn)	96	.	105	.	.	112	111	104
C[C@H](c1nc2ccc(Br)cc2[nH]1)[C@H]1CC[C@H]2[C@@H]3CCC4=CC(=O)CC[C@]4(C)[C@H]3CC[C@]12C	94	81	86	79	.	84	88	92
COc1ccc(N(CCN(C)C)C(=O)C(c2ccccc2)c2ccccc2)cc1	69	78	94	91	62	92	90	90
Nc1cc(Nc2ccc(Br)cc2)nc(N)n1	116	96	107	79	81	110	101	98
COc1ccc(C2=NNC(=O)C2(C)Br)cc1 (stereo not drawn)	99	98	112	102	.	109	104	95
Cc1ccc(Nc2cc(=S)nc(N)[nH]2)cc1	104	94	106	.	86	98	97	101
O=C1CCc2ccc(OCc3cn(CCCn4cc(COc5ccc6c(c5)NC(=O)CC6)nn4)nn3)cc2N1	122	112	116	105	106	99	107	75
CCCN(CCC)CCCC(O)c1cccc2ccccc12 (stereo not drawn)	108	113	102	99	88	104	91	89
COc1ccc(CNC(=O)Nc2cnc(Cl)nc2Oc2cccc(C(F)(F)F)c2)cc1	98	104	87	69	48	92	75	101
CNC(=O)c1cc(Oc2ccc3nc(NC(=O)c4cccc(OC(F)(F)F)c4)sc3c2)ccn1	79	80	94	71	.	.	78	85
COc1ccc2nc(Nc3cccc(NC(=O)c4ccc(CN5CCN(C)CC5)c(C(F)(F)F)c4)c3)ccc2c1	-78*	-98*	-50*	-11*	-57*	-100*	-55*	-100*
CC(C)(COC(=O)Nc1ccccc1)[N+](=O)[O-]	91	107	107	59	98	103	91	94
CCCCCCCC/C=C/CCCCCCCC1=NC(C)(C)CN1C(C)(C)CO	31	66	-85*	3.3*	20	4.8*	31	-100*
O=C1c2ccc3c4c(ccc(c24)C(=O)N1CCCNCc1ccccc1)C(=O)N(CCCNCc1ccccc1)C3=O	-38*	-39*	-76*	-31*	-12*	-99*	-91*	-76*
O=C(NC(=S)Nc1c(Cl)cc(Cl)cc1Cl)c1ccccc1	107	90	100	92	.	90	81	90
COc1cc(/C=C/C(=O)c2cc(-c3ccc(N(C)C)cc3)ccc2O)cc(OC)c1OC	107	91	103	86	60	99	105	89
CC(=O)c1sc2sc(C(C)=O)c(C)c2c1C	80	43	107	64	91	98	75	96
COc1ccc(C2N(c3ccccc3)NC(=O)[C@@H]3CCCN23)cc1 (stereo partly drawn)	82	83	50	57	112	103	82	39
CC1=C(c2cc(-c3ccc(N(C)C)cc3)n[nH]2)C(c2ccccc2)NC(=S)N1 (stereo not drawn)	101	101	95	107	105	102	100	97
O=C1OC(=O)C2=C1C1c3ccccc3C2c2ccccc21	100	.	98	.	.	109	100	80
Cc1ccc(/C=C/C(=O)c2ccc(-c3cc4ccccc4oc3=O)nc2C)cc1	100	86	100	105	96	109	104	99
COc1ccc2nc(NC(=O)c3ccc(F)cc3)sc2c1	108	80	107	91	.	90	48	102
O=S(=O)(OCCO)c1ccccc1	126	103	109	62	101	94	97	103
Cc1ccc(S(=O)(=O)OC2C(OCc3ccccc3)OCC(O)C2O)cc1 (stereo not drawn)	104	.	105	105	.	99	110	103

Record cards, from the list above. Order of screens: HOP-62 | EKVX | M14 | CCRF-CEM | HOP-92 | SK-MEL-5 | A549/ATCC | LOX IMVI
CNC(=O)c1cc(Oc2ccc3nc(NC(=O)c4cccc(OC(F)(F)F)c4)sc3c2)ccn1 is listed as 79 | 80 | 94 | 71 | . | . | 78 | 85
CC(C)(COC(=O)Nc1ccccc1)[N+](=O)[O-] is listed as 91 | 107 | 107 | 59 | 98 | 103 | 91 | 94

(cont.)
SMILES	HOP-62	EKVX	M14	CCRF-CEM	HOP-92	SK-MEL-5	A549/ATCC	LOX IMVI
CC(C)=C(c1ccc(Cl)cc1)c1c(N)ncnc1N	.	102	104	122	.	101	102	104
CCOC(=O)c1ccc(NC(=O)Nc2nc3ccccc3s2)cc1	119	.	93	103	94	93	94	107
CSc1nnc(-c2cc3c([nH]c4ccccc43)c(-c3cccc(O)c3)n2)n1-c1ccc(C)cc1	45	70	6.1*	12	21	14	29	29
CCCCc1nc(Cl)c(C2CC(c3ccc(Cl)cc3)=NN2c2ccc(Cl)cc2)[nH]1 (stereo not drawn)	97	90	104	97	102	105	90	100
COc1ccc2cnc(N)c(C#Cc3cc(C(=O)Nc4ccc(CN5CCN(C)CC5)c(C(F)(F)F)c4)cnc3C)c2c1	19	72	8.0*	19	20	35	61	12
CN(C)CCS(=O)(=O)CCN(C)C	108	.	97	102	.	99	106	105
C=C[C@@H]1C[C@@H]2Cc3cc(F)ccc3N1O2	102	110	120	-58*	105	108	95	104
CC(=O)/C(=C/N1CC(=O)NC1=S)C(=O)Nc1ccc([N+](=O)[O-])cc1	93	97	102	100	106	103	93	89
Nc1ccc(-c2nnc(NS(=O)(=O)c3ccccc3)s2)cc1	102	.	110	91	.	100	103	.
CCOC(=O)c1[nH]c(C)c2c1CCc1cnc(Nc3ccccc3)nc1-2	106	79	103	123	78	98	100	99
Cc1cn(-c2nc3c(c(NCc4ccccc4)n2)COCC3)c2cccc(C(N)=O)c12	76[0.5 µM]	86[0.5 µM]	55[0.5 µM]	49[0.5 µM]	88[0.5 µM]	-20*[0.5 µM]	84[0.5 µM]	16[0.5 µM]
COc1cc2nc(Cl)nc(Nc3cccc(C4=NN(C(C)=O)C(c5cc(OC)c(OC)c(OC)c5)C4)c3)c2cc1OC (stereo not drawn)	85	82	91	60	75	75	49	.
Cc1c(/C=C/[N+](=O)[O-])ccc2c1[nH]c1ccccc12	106	99	38	87	91	.	88	.
CCCn1c(=O)c2[nH]c(-c3ccc(OCc4nc5ccc(F)cc5[nH]4)cc3)nc2n(CCC)c1=O	-19*	34	45	44	-28*	-22*	36	-29*
c1ccc(-c2nnsc2-c2ccccc2)cc1	94	.	99	91	85	98	95	98
Cc1ccccc1SSc1ccccc1C	96	114	85	79	81	90	99	72
C[C@@H]1CC[C@@H]2[C@@H]1[C@H](OC(=O)/C=C/c1ccccc1)[C@]1(c3ccccc3)C[C@@H](OC(=O)CO)[C@@]2(C)O1	101	88	105	93	79	95	80	98
CC[C@@]1(C(N)=O)CC2C=CC1C2 (stereo partly drawn)	111	102	102	88	97	106	107	105
COc1ccc(/C=C2/C3=C([C@@H](c4ccc(OC)c(OC)c4)C(C#N)=C(N)O3)[C@H]3CCC2N3C)cc1OC	88	83	84	91	67	79	91	89
Oc1ccc(-c2nn(-c3ccccc3)cc2-c2nc3ccccc3o2)cc1	109	113	115	77	118	102	94	89

In another format: entries from further up
Molecule: Nc1ncnc2c1ncn2[C@H]1CC=C(CO)O1
  HOP-62: 105; EKVX: 101; M14: 111; CCRF-CEM: 103; HOP-92: 109; SK-MEL-5: 100; A549/ATCC: 107; LOX IMVI: 94

Molecule: Nc1ncnc2c1ncn2C(C=O)OC(C=O)CO (stereo not drawn)
  HOP-62: 87; EKVX: 93; M14: 81; CCRF-CEM: 72; HOP-92: 63; SK-MEL-5: 92; A549/ATCC: 93; LOX IMVI: 68

Molecule: O=C(O)c1cn(C2CC2)c2cc(N3CCN(Cn4nc(-c5cccnc5)oc4=S)CC3)c(F)cc2c1=O
  HOP-62: 104; EKVX: 97; M14: 73; CCRF-CEM: 113; HOP-92: 106; SK-MEL-5: 99; A549/ATCC: 96; LOX IMVI: 101

Molecule: Cc1ccc(C)c2c1sc1nc3nc4sc5cc(Cl)c(Cl)cc5n4c(=N)c3c(=N)n12
  HOP-62: 123; EKVX: 84; M14: 109; CCRF-CEM: 90; HOP-92: 102; SK-MEL-5: 93; A549/ATCC: 103; LOX IMVI: 100

The list continues.
SMILES	HOP-62	EKVX	M14	CCRF-CEM	HOP-92	SK-MEL-5	A549/ATCC	LOX IMVI
COc1cc2c(cc1OCCCCCN1CCN(c3ncnc4ccccc34)CC1)N=CC1CCCN1C2=O (stereo not drawn)	-22*	-41*	-67*	-37*	-64*	-81*	1.1*	-49*
O=C1CSC(c2cccc([N+](=O)[O-])c2)N1c1nnc(Cn2cnnc2)o1 (stereo not drawn)	86	91	93	93	44	101	98	93
Cc1cc(NC(=O)C(Cl)Cl)cc2c1OCO2	106	109	108	114	88	105	106	97
O=[N+]([O-])c1ccc(NNCNNc2ccc([N+](=O)[O-])cn2)nc1	103	98	99	112	108	103	79	93
O=C(NCCCCO)c1cncnc1Nc1ccc(OCc2cccc(F)c2)c(Cl)c1	90	88	99	85	50	97	89	95
Nc1ccc(S(=O)(=O)Nc2ccc(C(=O)O)cc2)cc1	96	108	96	115	110	108	93	.
O=C(O)CNc1ccc(Cl)cc1	77	.	81	122	108	89	92	76
COc1ccc(OC)c(-c2cn3nc(-c4c[nH]c5ccc(Br)cc45)sc3n2)c1	61	37	13	33	46	75	14	-51*
CC(=O)O[C@H]1CC[C@]2(C)[C@H]3CC=C4[C@@H]5CC(C)(C)CC[C@]5(C(=O)NCCNCCN)CC[C@@]4(C)[C@]3(C)CC[C@H]2C1(C)C	-87*	29	-81*	-40*	-45*	71	-71*	-100*
C#CC(C)OCC1CO1 (stereo not drawn)	108	.	97	95	.	113	104	100
CC(C)CCN1C(=O)C(O)(CC(=O)c2ccc(C#N)cc2)c2ccccc21 (stereo not drawn)	91	107	121	67	86	86	113	96
O=C(NCCNc1cc(-c2cn(-c3ccccc3)nc2-c2cccc(O)c2)ccn1)Nc1ccc(F)cc1	100	88	77	57	54	78	87	77
Cc1ccc(NC(=O)N[C@@H](Cc2cc(F)cc(F)c2)C(=O)NC2C(=O)N3C[C@H](O)C[C@H]3C(=O)N3CCCC[C@H]3C(=O)N[C@@H](CO)C(=O)N3C[C@H](C)C[C@H]3C(=O)O[C@H]2C)c(F)c1 (stereo partly drawn)	48	41	58	35	.	22	73	28
CCc1cccc(CC)c1NC(=O)c1ccc(C)cc1	99	86	104	97	99	89	100	92
O=C(Nc1ccc2c3c(cccc13)CC2)c1cc2c([nH]c1=O)CCCC2	114	99	108	106	110	102	113	99
CSC1=NC(c2ccc(Cl)cc2)C(C(C)=O)=C(C)N1 (stereo not drawn)	94	99	102	108	95	102	97	98
Nc1ncnc2c1C(c1ccc(Br)cc1)c1sc3c(F)cccc3c1O2 (stereo not drawn)	90	69	103	98	92	96	99	83
CC1CCC2CC(=O)NC(=O)CC12 (stereo not drawn)	100	.	110	.	83	94	.	115
C#CCOC(=O)[C@]1(C)CCC[C@]2(C)[C@H]3C[C@H]4C(C(C)C)=C[C@]3(CC[C@H]21)[C@@H]1C(=O)OC(=O)[C@@H]14	92	93	101	66	72	91	88	101
CCOC(=O)Nc1nc2ccc(SCC(C)C)cc2s1	23	49	26	22	34	34	28	36
COc1ccc(-c2nc(SCC(=O)N3CCN(c4cc5c(cc4F)c(=O)c(C(=O)O)cn5C4CC4)CC3)nc(Cl)c2C#N)cc1OC	89	99	104	102	100	96	104	94
CC1CC(OC(=O)CCl)CC(C)(C)C1 (stereo not drawn)	93	.	102	.	126	107	100	94
CCOC(=O)c1cc2c(n1Cc1ccc(OC)cc1)-c1nc(N)sc1CCC2	71	83	100	68	73	95	56	90
CCNC(=S)NNC(=O)c1cc2ccc1CCc1ccc(cc1)CC2	101	94	95	107	97	97	101	102
CN(C)c1oc(-c2cc3ccccc3oc2=O)nc1C#N	102	111	89	91	93	102	98	104
N#Cc1c2c([nH]c(=O)c1C#N)CCCCC2	105	104	104	99	103	104	92	98
CCCCOc1ccc(OCCCC)cc1	104	.	110	94	102	94	58	103

Screens: PubChem BioAssay, NCI
